PPARg SRC3 recr = PPARgamma agonists recruiting SRC-3 coactivator, primary screen, biochemical | biochemical PPARgamma/SRC-3 coactivator recruitment assay | activation, % at 8 µM | actives 0.26% (n = 200,000); in the data active means activation above about 23%;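 further: 0% = DMSO and 100% = reference agonist; some compounds past the cut are filed as inactive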
Target sequence (P37231 whole entry, looked up): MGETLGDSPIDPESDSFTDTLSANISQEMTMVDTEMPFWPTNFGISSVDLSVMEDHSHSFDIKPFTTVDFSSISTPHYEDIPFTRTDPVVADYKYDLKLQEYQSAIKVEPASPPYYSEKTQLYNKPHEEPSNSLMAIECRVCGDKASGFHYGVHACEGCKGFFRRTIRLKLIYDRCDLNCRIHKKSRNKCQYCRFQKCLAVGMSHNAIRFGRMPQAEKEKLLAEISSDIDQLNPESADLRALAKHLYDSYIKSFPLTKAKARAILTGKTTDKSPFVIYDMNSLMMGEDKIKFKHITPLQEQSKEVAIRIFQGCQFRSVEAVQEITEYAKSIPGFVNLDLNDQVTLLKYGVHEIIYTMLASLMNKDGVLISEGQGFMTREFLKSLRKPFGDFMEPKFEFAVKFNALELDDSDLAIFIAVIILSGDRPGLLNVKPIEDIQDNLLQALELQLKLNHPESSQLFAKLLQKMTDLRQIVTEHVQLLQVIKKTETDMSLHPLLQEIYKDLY
bIAP inh = bovine intestinal alkaline phosphatase inhibitors, primary screen, selectivity assay for TNAP inhibitor project, biochemical, bovine IAP, CDP-star luminescence | alkaline phosphatase, intestinal [Bos taurus] | purified bovine IAP, 30 min | inhibition, % at 20 µM | 190,000 tested, under 10 active | AID 1019, 2008;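 active means over 50% inhibition of intestinal alkaline phosphatase at 20 µM in the single-dose screen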
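System: Purified bovine intestinal alkaline phosphatase (IAP) enzyme | Input: IAP diluted 1/65,000,000 in the well | Also added: CDP-star chemiluminescent phosphatase substrate, 30 µM final | Dosing: 20 µM single dose | Times: Enzyme reaction for 30 min at room temperature | Detection: Luminescence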
PPARg SRC-2 ag = agonists of PPARg-SRC-2 recruitment, primary screen, biochemical, HTS; activation, % at 8 µM; actives 0.34% (n = 200,000); Peroxisome proliferator-activated receptor gamma (Homo sapiens), P37231; AID 1032, 2008; PPARgamma LBD-SRC-2 recruitment; in the data active means activation above about 22%;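 further: 0% = vehicle and 100% = reference agonist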
HMGR II inh = inhibitors of E. faecalis class II HMGR, primary screen, biochemical, Enterococcus faecalis | inhibition, % at 10 µM | purified E. faecalis HMGR, NADPH absorbance 340 nm kinetic | HMG-CoA reductase (Enterococcus faecalis, mvaE) | actives 0.41% (n = 190,000);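 active means inhibition above a set limit, the median over all tested compounds plus 3 SD, cut at about 9.5% in these data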;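 further: enzyme runs in reverse so mevalonate oxidation gives rising NADPH absorbance; 0% = complete reaction with DMSO and 100% = background rate lacking mevalonate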
L major viab = Leishmania major promastigote growth inhibition, primary screen | Leishmania major promastigotes, resazurin fluorescence viability | inhibition, % at 10 µM | actives 9% (n = 200,000) | AID 1063, 2008; in the data active means inhibition above about 50%;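 further: promastigotes grown with compound for 44 hours at 28 °C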
S1P3 antagonist = S1P3 receptor antagonists, primary screen, cell-based | CHO S1P3 NFAT-BLA reporter, FRET fluorescence, antagonist mode | AID 485, 2006 | inhibition, % at 4.98 µM | actives 0.27% (n = 170,000);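 active means inhibition above the plate cutoff, the mean inhibition of test wells on that plate plus 3 SD, cut at about 28% in these data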;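 further: cells challenged with S1P at its EC80 of 0.8 µM; blue over green emission ratio from cleaved BLA substrate after 4 h stimulation; 0% = S1P-stimulated wells and 100% = unstimulated DMSO-only wells; some compounds past the cut are filed as inactive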
Target sequence (Q99500 whole entry, looked up): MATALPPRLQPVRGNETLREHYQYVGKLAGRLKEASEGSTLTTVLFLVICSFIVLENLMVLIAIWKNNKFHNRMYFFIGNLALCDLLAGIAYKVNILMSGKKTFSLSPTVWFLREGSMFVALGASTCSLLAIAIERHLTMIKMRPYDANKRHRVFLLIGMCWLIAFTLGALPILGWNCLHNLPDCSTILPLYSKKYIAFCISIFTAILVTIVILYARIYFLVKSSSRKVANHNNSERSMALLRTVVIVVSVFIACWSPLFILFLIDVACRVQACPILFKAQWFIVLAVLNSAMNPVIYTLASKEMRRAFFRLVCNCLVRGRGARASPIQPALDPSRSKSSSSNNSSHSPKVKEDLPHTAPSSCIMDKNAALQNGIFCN
RAM network inh = inhibitors of the yeast RAM network, primary screen, dse1pr::URA3 reporter, 5-FOA selection | AID 868, 2007 | actives 1.8% (n = 190,000) | S. cerevisiae dse1pr::URA3 reporter, 5-FOA growth OD615, 2 d; analog-sensitive cbk1-as2 kinase mutant strain | inhibition, % at 50 µM;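 active means inhibition above a set limit, 3 SD over mean compound inhibition, cut at about 8.4% in these data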;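 further: 0% = DMSO-only wells with no growth and 100% = 10 µM 1-NA-PP1 full growth; inhibition rescues growth on 5-FOA so higher OD means more RAM inhibition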
ROMK mod = ROMK potassium channel modulators, primary screen, cell-based, thallium flux, MLSMR library; ATP-sensitive inward rectifier potassium channel 1 (Homo sapiens), P48048; Tet-inducible ROMK, thallium flux fluorescence; actives lie on both sides; B-score at 10 µM; actives 2% (n = 130,000); AID 1918, 2009;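 active means signal ratio slope over the read window, or its plate-corrected B-score, at least 3 SD from the plate mean, either direction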;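 further: B-score of the F/F0 ratio slope over 7 to 12 s after thallium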
SRC2 TRFRET art = TR-FRET signal artefacts, primary screen, artefact control for PPARgamma SRC-2 agonist project, biochemical; TR-FRET artefact counter-screen; stronger effect = higher value; TR-FRET ratio at 8 µM; actives 0.4% (n = 200,000); AID 1049, 2008; in the data active means TR-FRET ratio above about 2000; further: inactives centre near 1500
DTT redox prof = compounds producing H2O2 with reducing agent – biochemical, NIH compound library profiling, artefact control for MLSCN library redox annotation, primary screen | activation, % at 10 µM | actives 0.03% (n = 200,000) | DTT-dependent redox cycling H2O2, phenol red/HRP absorbance; 100% = 100 µM peroxide control, 0% = buffer | AID 878, 2007;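 active means activation of at least 50% relative to the plate's high and low controls in the primary single-dose screen; inactive means activation below 50%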;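 further: compound incubated with DTT at 0.8 mM final as the reducing agent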
PPARg SRC1 recr = PPARgamma agonists recruiting SRC-1 coactivator, primary screen, biochemical | activation, % at 8 µM | Peroxisome proliferator-activated receptor gamma (Homo sapiens), P37231 | PPARgamma-SRC-1 coactivator recruitment biochemical assay | actives 0.41% (n = 200,000); in the data active means activation above about 19%;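 further: 0% = DMSO and 100% = reference agonist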
Starred values were filed as active, the others as inactive; nt = not tested or not shown.

item	compound	PPARg SRC3 recr	bIAP inh	PPARg SRC-2 ag	HMGR II inh	L major viab	S1P3 antagonist	RAM network inh	ROMK mod	SRC2 TRFRET art	DTT redox prof	PPARg SRC1 recr
1	O=C(CN1CCOCC1)Nc1ncc(Cc2cccc3ccccc23)s1	14	-12	7	1	-4	nt	0.0	nt	1532	-3.8	6
2	O=C(/C=C(\O)c1ccc(Cl)cc1)C(=O)NNC(=O)C(O)(c1ccccc1)c1ccccc1	-2	-32	10	-2	-8	nt	-0.5	nt	1643	1.9	2
3	COc1ccc(/C=C(\C#N)C(=O)NCC2CCCO2)cc1OC (stereo not drawn)	-13	3	-10	3	10	nt	2.6	-0.29	1314	-4.9	-1
4	Cc1ccnc(SCc2nc3ccccc3s2)n1	-2	-2	7	-1	-3	nt	-0.4	-0.14	1431	0.1	2
5	Cc1ncc(CN2CCC(CO)(Cc3ccccc3)CC2)s1	-2	-3	-3	-2	89*	2	0.1	0.31	1809	-0.1	7
6	O=C(O)c1cc(-c2ccccc2)on1	9	13	2	-4	-2	nt	0.0	nt	1628	-0.7	8
7	O=C(CNC(=O)c1ccc(S(=O)(=O)N2CCCC2)cc1)N/N=C/c1ccc(F)cc1	0	-1	3	-10	55*	-12	0.9	0.12	1919	-0.8	6
8	COc1ccc(C(=O)NN(C)c2nc(-c3ccccc3)nnc2C(F)(F)F)cc1	3	-2	-1	3	-15	nt	1.3	-0.2	1536	-5.7	1
9	C/C(=N/OC(=O)c1c(-c2c(F)cccc2Cl)noc1C)c1cnccn1	-2	10	0	-3	0	0	1.4	-1.1	1700	4.8	2
10	CN(c1ccccc1C(=O)N1CCN(Cc2ccc3c(c2)OCO3)CC1)S(C)(=O)=O	-7	1	-8	-5	-4	-8	-0.4	-0.33	1449	-1.6	-3
11	CCn1nnc(NC(=O)COc2cc(C)ccc2C(C)C)n1	-11	0	0	-2	-10	7	1.1	nt	1462	3.6	-4
12	C=CCSc1ncc(CO)n1Cc1ccccc1	5	3	14	-1	-5	-11	0.4	0.17	1709	-0.4	-3
13	Cc1nn(CC(=O)Nc2ccc(C(C)C)cc2)c(C)c1[N+](=O)[O-]	8	1	9	4	9	-9	1.4	0.092	1545	-0.3	6
14	O=C1/C(=C\c2ccccc2)CCc2c1[nH]c1ccccc21	5	22	9	3	-2	nt	4.0	nt	1371	2.0	5
15	Cc1cc(C(=O)N/N=C/c2ccc(OCc3ccccc3)cc2)c(C)o1	2	-2	9	-1	-7	-15	3.1	0.02	1559	-1.1	3
16	CC(C)Oc1ccc(C(=O)NC2=NCCS2)cc1	3	3	2	-1	-6	-14	3.0	-0.0058	1685	-0.2	5
17	Fc1ccc(-n2c(-c3ccc4ccccc4n3)n[nH]c2=S)cc1Cl	9	6	10	1	5	-10	2.2	0.01	1590	-0.1	4
18	Cc1ccc(C(=O)NC(=S)Nc2cccc3c(C)cc(C)nc23)cc1	12	12	-1	-3	-3	nt	0.3	0.61	1552	2.2	7
19	Cc1ccc(-c2nnc(SCC(=O)NC(=O)Nc3ccc(C)cc3C)n2N)cc1	6	17	1	-6	-8	-2	2.8	nt	1608	0.1	8
20	Cc1cc(-n2c(C)cc(C(=O)COc3ccccc3[N+](=O)[O-])c2C)no1	-1	12	8	-7	0	11	5.6	-0.69	1666	0.7	4
21	CCCC[C@@H]1CNC(=S)N1CCCC	-3	9	-4	0	-2	-7	-0.3	nt	1525	1.0	3
22	CN(C)S(=O)(=O)c1ccc2nc(NC(=O)c3cccnc3)sc2c1	24	0	13	-2	39	-9	0.9	0.35	1668	0.0	0
23	CCOC(=O)C1CCCN1C(=O)c1ccc(OC)c(Br)c1 (stereo not drawn)	-8	-13	1	-3	7	-28	1.6	0.5	1397	-0.1	-8
24	COc1ccc(C(=O)N[C@H](C(=O)N2CCN(c3ccccc3F)CC2)C(C)C)cc1	2	-18	-2	-7	10	-19	4.9	-0.19	1719	-0.5	3
25	CC(=O)N/N=c1\sc2ccccc2n1C	-2	-10	-4	3	-3	8	0.6	-0.059	1467	-0.2	-2
26	CC(C)c1ccc2oc(-c3cc(N)ccc3O)nc2c1	-2	7	5	-4	-3	30	1.1	2	1619	0.7	6
27	C=CCn1c(CCC(=O)O)ccc1-c1ccccc1	10	4	-1	-4	1	19	0.5	-0.38	1587	2.3	-1
28	CC(=O)Nc1cccc(NC(=O)CSc2ccc(-c3ccccn3)nn2)c1	10	5	-2	-2	-3	4	0.5	-0.83	1553	0.5	4
29	O=C(CN1C(=O)c2cccc3cccc1c23)NCc1ccncc1	-4	2	-2	-1	-3	nt	0.0	nt	1611	0.6	-4
30	COc1ccc(/C(N)=N/OC(=O)c2cccs2)cc1OC	3	4	15	-1	6	-5	0.5	-0.083	1470	-0.6	6
31	Nn1c(=O)[nH]c2c([nH]c3ccccc32)c1=O	-1	-5	-2	-5	-6	-13	0.0	0.43	1550	0.3	-4
32	CCn1c(=O)cc(OCC(=O)N2CCN(C(=O)c3ccco3)CC2)c2ccccc21	-4	9	0	-7	-3	-13	-0.1	nt	1575	2.5	-2
33	O=S(=O)(/N=C(/Nc1ccc(F)c(F)c1F)c1ccccc1)c1ccccc1	-2	-10	0	-6	89*	-10	0.4	nt	1472	0.2	4
34	COCCn1c(C)cc(C2=NNC(=Nc3ccccc3)SC2)c1C	-8	-2	-8	-5	5	nt	1.7	nt	1355	3.8	3
35	Cn1cc(CN2CCCC(CO)(Cc3ccccc3)C2)cn1 (stereo not drawn)	-3	-11	-4	-4	77*	-20	2.0	0.012	1501	-0.7	7
36	O=C(NNC(=S)Nc1cccc(Cl)c1)c1ccccc1OC(F)F	2	5	-1	-4	5	-9	1.0	nt	1534	-0.3	3
37	O=C(CSc1nnc2ccccn12)Nc1ccccc1C(=O)NC1CC1	1	-7	-6	-6	6	0	0.9	0.48	1409	-5.6	-2
38	CCOC(=O)c1cccc(NC(=O)CCc2ccccc2)c1	-1	11	0	1	14	-13	-0.4	0.16	1310	0.5	3
39	CCOC(=O)c1c(C)[nH]c(C)c1C=O	3	-7	4	2	-1	10	1.5	0.021	1525	-1.9	0
40	Nn1c(SCC(=O)NCc2ccc3c(c2)OCO3)nnc1C1CC1	-14	-1	0	1	-3	nt	1.1	0.35	1433	0.2	-3
41	Cc1ccc(S(=O)(=O)N2CCC(=O)N(C(COC(=O)Nc3ccccc3)Cc3ccccc3)CC2)cc1 (stereo not drawn)	-5	36	0	-9	8	0	5.4	-2.1	1324	3.3	-4
42	Cc1cc(N2CCOCC2)nc(SCc2c(Cl)cccc2Cl)n1	-1	-1	-5	-6	30	-5	2.0	nt	1466	-0.1	-8
43	Nc1c(S(=O)(=O)c2ccccc2)nnn1-c1ccccc1	-2	48	0	-9	-2	nt	0.2	-0.19	1626	4.3	4
44	CC(O)(CS(=O)(=O)Cc1ccc(Cl)cc1)C(=O)Nc1cccc(C(F)(F)F)c1 (stereo not drawn)	9	0	5	-1	1	nt	2.5	nt	1615	-1.8	2
45	CCCC(=O)c1ccc(N2CCOCC2)c(F)c1	-6	9	3	3	-7	0	1.0	0.00038	1572	-2.1	4
46	Cc1ccc(CC2CC(=O)N(CC(=O)O)C2=O)cc1 (stereo not drawn)	-5	11	4	4	-8	nt	1.9	-0.88	1480	-0.1	0
47	CCn1c(SCC(=O)Nc2ccc(N3CCOCC3)c(Cl)c2)nnc1-c1ccc(N)cc1	-1	-2	-3	0	73*	-20	0.7	0.47	1361	0.0	-5
48	NC(=O)C1CCN(C(=O)c2cc(S(=O)(=O)N3CCOCC3)c(Cl)cc2Cl)CC1	0	6	-1	0	2	-8	0.0	nt	1572	0.9	14
49	O=C(O)CC/C(=N\NC(=O)c1ccc(F)cc1)c1ccc(Br)cc1	1	12	2	4	-9	2	3.5	-0.18	1583	-1.0	4
50	CC1=CC(=C(C#N)C#N)C=C(C)N1Cc1ccccc1	2	-6	9	-4	5	-10	0.0	-0.31	1663	-1.4	3
51	O=C(NC1CC2CCCC(C1)N2C(=S)NCCc1ccccc1)C1CC1 (stereo not drawn)	-1	0	-2	-1	-7	-1	-0.2	0.8	1505	-0.3	0
52	O=C(NCCNC(=O)c1ccc([N+](=O)[O-])cc1)c1ccncc1	3	2	0	2	1	-9	0.9	-0.56	1587	0.3	2
53	Cc1nn(-c2ccccc2)c(Cl)c1C(=O)N(C)c1nc(-c2ccc(F)cc2)cs1	-2	-14	-8	-2	16	-2	4.0	0.73	1512	0.9	-4
54	CC(C)(C)c1cc(NC(=O)Nc2ccc(Br)cc2Cl)no1	3	1	-3	0	2	-7	4.5	1.4	1674	-0.2	4
55	COC(=O)c1sccc1NC(=O)c1ccc(OC)c([N+](=O)[O-])c1	3	-2	1	1	-7	-7	3.7	1.1	1465	0.2	9
56	CCc1sc(NC(=O)CN2CCOCC2)nc1-c1ccccc1	1	-3	5	-2	38	20	0.5	nt	1523	-2.9	-1
57	CC(=O)N[C@@H](C)C(=O)N1CCN(S(=O)(=O)c2ccc(Cl)cc2)CC1	-1	-4	5	3	-5	0	3.4	0.41	1587	1.5	12
58	Nc1nnnn1CC(=O)N/N=C/c1cc([N+](=O)[O-])ccc1Cl	-1	3	-4	-5	20	-13	0.2	0.21	1391	-1.9	-7
59	COc1ccc(/C=C(/NC(=O)c2ccc(OC)cc2)C(=O)NCCc2c[nH]c3ccccc23)cc1	-1	-4	8	1	24	-21	8.5*	0.1	1615	-0.6	2
60	CN(C)c1ncc(C(=O)O)cn1	-6	7	5	-8	-2	7	0.5	nt	1774	-1.2	5
61	CCC(C)C(=O)Nc1cccc(SC)c1 (stereo not drawn)	-2	6	-7	-1	9	-11	-0.1	0.046	1628	-0.9	0
62	CC1(C)C2CCC1(CS(=O)(=O)N1CCCc3ccccc31)C(=O)C2 (stereo not drawn)	-2	-7	4	-2	-2	2	0.1	-3.4*	1413	0.7	-3
63	O=C(C1CCN(Cc2ccc(F)cc2)CC1)N(CCc1ccccc1)Cc1ccccc1	6	6	10	-2	49	11	0.6	-3.5*	1460	3.2	6

Compound activity deposited in PubChem by several laboratories.
